High-throughput results from PubChem.
S3 lipid droplet = qHTS Assay for Lipid Storage Modulators in Drosophila S3 Cells; AID 2685, 2010; lipid storage change, negative = inhibition, % at the top dose, mostly 46.1 µM; hits show Potency in µM; 320,000 compounds, 0.64% hits; Drosophila S3 cells, BODIPY lipid droplet fluorescence, 18-24 h; cells fed with added oleic acid; active means well fitted inhibition curve with a large enough effect in the signal ratio, with a control signal flat, not every such curve was filed as active; inconclusive means small, poorly fitted or top-dose-only effect, or effect the other way, or a change in a side signal; the % refers to the signal ratio
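Drosophila S3 cells loaded with oleic acid (400 uM, as added) and compounds at several concentrations; lipid droplets imaged by 488-nm laser-scanning cytometry, 500–530 nm intensity and object ratio to cell channel. Percent activity normalized to 20 uM Triacsin C.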
S3 lipid droplet cell count max = second read-out of S3 lipid droplet, no call of its own (marks repeat the call); cell number change, %; measured here: cell count max response;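 cells counted by Cell Tracker Red CMTPX staining in the red channel; peak over a dose series mostly up to 46.1 µM; percent activity relative to internal control wells on each plate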
Numbers without * were called inactive; i = inactive; ? = inconclusive; nt = no result given. On the % scale 0 is the no-effect control and ±100 the full control effect; potency means the concentration at half of the fitted maximal effect.

SMILES | S3 lipid droplet | S3 lipid droplet cell count max
CC(=O)Nc1ccc(NC(=O)c2ccccc2CC[N+](=O)[O-])cc1 | 20% | -17
CCOCCOC(=O)C(C)Oc1ccc(Oc2nc(Cl)ccc2Cl)cc1 (centres undefined) | ? | nt
COc1ccc(NC(=O)c2c(NC(=O)CNCc3ccco3)sc3c2CCC3)cc1 | ? | nt
Cc1ccc(S(=O)(=O)CC(=O)Nc2cc(C)on2)cc1 | ? | nt
Cc1ccccc1OCC(=O)Nc1nnc(-c2ccncc2)s1 | 4% | 14
CCn1cc(C(=O)NCCCN2CC(C)CC(C)C2)c2cc(OC)c(OC)cc2c1=O (centres undefined) | 10% | -91
CCN(CC)CCOc1ccc(Br)cc1 | -7% | -2
O=C(O)c1ccc2c(c1)C(=O)N(c1cccc(-c3nc4ccccc4s3)c1)C2=O | 17% | 9
CC1CN(C(=O)c2ccc3c(c2)OCO3)OC(c2ccccc2)O1 (centres undefined) | 19% | -8
CCn1cc(C(=O)NCCCN(C)c2ccccc2)c(=O)c2cc(S(=O)(=O)N(C)C)ccc21 | ? | nt
Cc1nc(-c2c(-c3ccc(O)cc3O)noc2C(F)(F)F)cs1 | ? | nt
CCCCNC(=S)Nc1cccc2cnccc12 | -3% | -9
COc1ccc2cc(C3c4cc(OC)c(OC)cc4CCN3C(=O)c3ccco3)c(=O)[nH]c2c1 (centres undefined) | ? | nt
c1ccc2c(N3CCOCC3)nc(N3CCOCC3)nc2c1 | 5% | 8
CCN(CC)S(=O)(=O)c1ccc(C(=O)Nc2ncn(Cc3ccccc3)n2)cc1 | ? | nt
Oc1ccc(Cl)cc1CNn1cnnc1 | 22% | 6
O=c1c2c3c(sc2n2cnnc2n1Cc1ccccc1)CN(Cc1ccccc1)CC3 | ? | nt
CCc1ccc(C(c2ccc(CC)cc2)C(Cl)Cl)cc1 | 15% | -17
COc1cccc(CNS(=O)(=O)c2ccc3c(c2)CC(C)N3C(C)=O)c1 (centres undefined) | i | nt
CCOc1ccc(NS(=O)(=O)c2ccc3c(c2)N(C(C)=O)CCO3)cc1 | 4% | 23
O=Cc1c(-[n+]2ccccc2)nc([O-])n1-c1ccccc1 | ? | nt
COCCn1nnnc1C(c1ccccc1)N1CCN(C)CC1 (centres undefined) | ? | nt
CCC1(C)Cc2ccccc2-c2c1c(=O)n(Cc1ccccc1)c1nnnn21 (centres undefined) | ? | nt
Nc1ccc(-c2c3ccc(=O)cc-3oc3cc(O)ccc23)c(C(=O)O)c1 | ? | nt
CC(C)[C@H](NC(=O)N1CCn2c1nc1ccccc12)C(=O)N[C@H](C(=O)O)c1ccccc1 | ? | nt
Remaining list, next part.
SMILES | S3 lipid droplet | S3 lipid droplet cell count max
Cc1cc(-c2nnc(SCC(=O)Nc3ccccc3C(F)(F)F)o2)c(C)n1-c1ccccc1 | ? | nt
O=C(c1ccc(COc2ccc(Cl)cc2)cc1)N1CCCCC1 | ? | nt
COc1ccc(C2=NNC(=O)CC2)cc1 | 1% | 0
COc1ccc(-n2c(C)c3c(OC)cccc(=O)c3c2C)cc1 | 7% | 3
O=C(COC(=O)C12CC3CC(CC(C3)C1)C2)Nc1nccs1 | 0% | -1
Cc1cccc(NC(=O)COC(=O)c2cccc3c2C(=O)c2ccccc2C3=O)c1C | -17% | -19
C#CCOCCOCCOCCNc1nc(N2CCN(C(=O)Cn3cc(CCCCN)nn3)CC2)nc(N2CCN(C(=O)[C@H](CCCCN)n3cc(CCC(=O)O)nn3)CC2)n1 | ? | nt
COc1cccc(COCC(O)Cn2cnc3cc(C)c(C)cc32)c1 (centres undefined) | 3% | 16
COc1ccc(-c2c3c(=O)n(C)c(=O)n(C)c3cn2-c2cc(OC)ccc2OC)cc1 | ? | nt
COC(=O)Cc1ccc(NC(=S)NCc2ccc(Cl)cc2)cc1 | -4% | 4
COc1ccc2c(c1)CC/C2=N\OC(=O)c1cccc(C)c1 | ? | nt
CCn1c2ccccc2c2cc(/C=N/NC(=O)c3cc(O)cc(O)c3)ccc21 | -25% | -20
Clc1ccc(CNc2nc(N3CCOCC3)nc(N3CCOCC3)n2)cc1 | -3% | -4
Nc1c(C(=O)N/N=C/c2ccc([N+](=O)[O-])cc2)sc2nnc(-c3ccccc3)c(-c3ccccc3)c12 | -27% | -8
CCN(CC)S(=O)(=O)c1ccc(C)c(NC(=O)COC(=O)c2ccc(C)c(S(=O)(=O)N3CCOCC3)c2)c1 | ? | nt
CCCCNC(=S)Nc1cccc(C(C)=O)c1 | 14% | nt
COc1ccc(S(=O)(=O)NCCc2ccccc2)c2cccnc12 | 16% | 6
CCOC(=O)C1CCN(c2ncnc3cc(OC)c(OC)cc23)CC1 | 12% | 25
COC(=O)C(C)(C(=O)OC)c1ccc([N+](=O)[O-])cn1 | ? | nt
COc1ccc(CNC(=O)c2cccnc2SC)cc1OC | 1% | 10
O=C(NC1=NCCS1)c1sc2cc(F)ccc2c1Cl | ? | nt
COc1ccccc1CNC(=O)Cn1ccc2cc(S(=O)(=O)N3CCCC3)ccc21 | -10% | -5
Cc1cc(-c2csc(NC(=O)c3ccc(=O)[nH]c3)n2)c(C)n1Cc1ccccc1 | 6% | 6
COC(=O)[C@H](C)NC(=O)Nc1ccc(S(N)(=O)=O)cc1 | -5% | nt
CSc1nc(N2CCOCC2)c2c(c1C#N)CC(C)(C)OC2 | i | 5
(listing goes on)
SMILES | S3 lipid droplet | S3 lipid droplet cell count max
CC(C)C1COC(c2cccc3ccccc23)=N1 (centres undefined) | ? | nt
CN1CCN(S(=O)(=O)c2ccc(NC(=O)c3ccco3)cc2)CC1 | ? | nt
COc1ccc(-c2nc3c4ccccc4ccn3c2CN2CCOCC2)cc1OC | ? | nt
COc1ccccc1N1CCN(CCCNC(=O)Nc2ccccc2)CC1 | 8% | 1
CC1CN(C)C(C)C/C1=N/Oc1ccccc1[N+](=O)[O-] (centres undefined) | -1% | 9
COc1cc(OC)cc(-c2c(-c3cccs3)c3cc(-c4ccc(SC)cc4)ccc3n2C)c1 | ? | nt
CCOC(=O)C1=C(c2ccccc2)Nc2c(c(=O)n(C)c(=O)n2C)C1c1ccc(O)c(OC)c1 (centres undefined) | i | nt
OCC1(CCOc2ccccc2)CCN(C2Cc3ccccc3C2)CC1 | 16% | 2
CCOC(=O)CCC(=O)Nc1cccc([N+](=O)[O-])c1 | -3% | -3
Oc1ccccc1N1CCN(c2nc(-c3cccs3)nc3ccccc23)CC1 | ? | nt
CCOC(=O)c1c(NC(=O)COC(=O)Cn2cnc3ccccc32)sc(C)c1C | ? | nt
O=C(CC1SC(=O)N(Cc2ccc(Cl)cc2)C1=O)Nc1nccs1 (centres undefined) | ? | nt
COC(=O)Cn1cc(/C=C(/C#N)C(=O)N2CCOCC2)c2ccccc21 | 16% | 7
COc1ccc(-c2csc3nc(-c4cccnc4)nc(N4CCC(C(N)=O)CC4)c23)cc1OC | ? | nt
CCCCNC(=O)CC1S/C(=N/N=C/c2ccc(OC)cc2)NC1=O (centres undefined) | -2% | -7
Cc1ccc(NC2CC(=O)N(c3cccc([N+](=O)[O-])c3)C2=O)cc1 (centres undefined) | ? | nt
S=C(NCC1CCCO1)N1CCN(Cc2ccccc2Cl)CC1 (centres undefined) | i | 3
C=CCn1cc(CN2CCC(C(=O)Nc3ccc(Oc4cccnc4)cc3)CC2)c(C)n1 | ? | nt
CCOC(=O)C(C)Sc1nc(C2CC2)cc(C(F)(F)F)c1C#N (centres undefined) | -1% | 5
CC1CCN(C(=O)CCNS(=O)(=O)c2ccccc2)CC1 | -4% | 10
CC(C)N(Cc1ccccc1)C(=O)COC(=O)c1ccc2ncsc2c1 | ? | nt
CCOc1ccc(NC(=O)CC2C(=O)N(c3ccccc3)C(=S)N2Cc2ccccn2)cc1 (centres undefined) | -20% | nt
Nc1cccc([N+](=O)[O-])c1 | ? | nt
Cc1ccc(-n2cccn2)c(CN2CCC(CO)(CCc3ccccc3)CC2)c1 | ? | nt
Cc1cccc(N2CCN(C(=O)c3ccccn3)CC2C)c1 (centres undefined) | ? | nt

14 consecutive records from above:
SMILES | S3 lipid droplet | S3 lipid droplet cell count max
COc1ccc(-c2nc3c4ccccc4ccn3c2CN2CCOCC2)cc1OC | ? | nt
COc1ccccc1N1CCN(CCCNC(=O)Nc2ccccc2)CC1 | 8% | 1
CC1CN(C)C(C)C/C1=N/Oc1ccccc1[N+](=O)[O-] (centres undefined) | -1% | 9
COc1cc(OC)cc(-c2c(-c3cccs3)c3cc(-c4ccc(SC)cc4)ccc3n2C)c1 | ? | nt
CCOC(=O)C1=C(c2ccccc2)Nc2c(c(=O)n(C)c(=O)n2C)C1c1ccc(O)c(OC)c1 (centres undefined) | i | nt
OCC1(CCOc2ccccc2)CCN(C2Cc3ccccc3C2)CC1 | 16% | 2
CCOC(=O)CCC(=O)Nc1cccc([N+](=O)[O-])c1 | -3% | -3
Oc1ccccc1N1CCN(c2nc(-c3cccs3)nc3ccccc23)CC1 | ? | nt
CCOC(=O)c1c(NC(=O)COC(=O)Cn2cnc3ccccc32)sc(C)c1C | ? | nt
O=C(CC1SC(=O)N(Cc2ccc(Cl)cc2)C1=O)Nc1nccs1 (centres undefined) | ? | nt
COC(=O)Cn1cc(/C=C(/C#N)C(=O)N2CCOCC2)c2ccccc21 | 16% | 7
COc1ccc(-c2csc3nc(-c4cccnc4)nc(N4CCC(C(N)=O)CC4)c23)cc1OC | ? | nt
CCCCNC(=O)CC1S/C(=N/N=C/c2ccc(OC)cc2)NC1=O (centres undefined) | -2% | -7
Cc1ccc(NC2CC(=O)N(c3cccc([N+](=O)[O-])c3)C2=O)cc1 (centres undefined) | ? | nt

Following part:
SMILES | S3 lipid droplet | S3 lipid droplet cell count max
O=c1/c(=C\c2ccc(F)cc2)sc2n1CCCN=2 | ? | nt
O=C(O)C1CCCN1S(=O)(=O)c1ccc(Cl)cc1 (centres undefined) | -14% | -1
CN(C)C1CCN(Cc2cc(COCc3ccccc3)c3cccnc3c2O)C1 (centres undefined) | 8% | 5
CC1=C(C(=O)Nc2cc(C(=O)N3CCN(c4cccc(C)c4)C(C)C3)ccc2C)SCCO1 (centres undefined) | ? | nt
CN(C)CCCn1c(-c2ccccc2)nc(=S)c2c1CCCC2 | ? | nt
Cc1cccc(C(=O)Nc2c(C#N)c(C)c(C)n2Cc2ccccc2)c1 | ? | nt
O=C(N/C=N/O)C1=NOC(CNc2ncc(C(F)(F)F)cc2Cl)C1 (centres undefined) | ? | nt
O=C(CNCc1ccccc1)Nc1ccccc1-c1ccccc1 | 12% | -17
Cc1ccc(-c2csc3ncnc(N4CCN(C)CC4)c23)cc1C | ? | nt
CCc1c(C)nc2cc(-c3ccccc3)[nH]n2c1=O | 28% | 11
Cc1ccc(NC(=O)COc2nsnc2N2CCOCC2)cc1Cl | ? | nt
Cc1ccc(NC(=O)C2CCN(C(=O)OC(C)(C)C)CC2)cc1S(=O)(=O)N1CCCCC1 | ? | nt
O=C(COc1ccccc1[N+](=O)[O-])Nc1ccc(CN2CCOCC2)cc1 | ? | nt
Cn1c(CNC(=O)Cc2ccc3c(c2)OCO3)nnc1SCc1ccccc1 | ? | nt
CCOCCCNC(=O)CCC(=O)NNc1nc2ccccc2c2nc(C)nn12 | 3% | nt
COc1ccc(OC)c(N/C(=N/C(=S)Nc2ccccc2)Nc2nc(C)cc(C)n2)c1 | -16% | 14
CC12COC3(P(=O)(c4ccccc4)c4ccccc4)CC1CCC23CP(=O)(c1ccccc1)c1ccccc1 (centres undefined) | ? | nt
Cc1nc(C(=O)Nc2ccc(Cl)cc2)sc1C1(C)CC(c2ccccc2)=NO1 (centres undefined) | ? | nt
O=C(O)c1ccc(N/N=C/c2cccc3nccnc23)cc1 | ? | nt
Oc1cccc2ccc[n+](CC(O)Cn3c4ccccc4c4ccccc43)c12 (centres undefined) | 6% | -2
COc1ccc(C(=O)NCC(c2ccc(F)cc2)N2CCOCC2)cc1S(=O)(=O)N1CCCC1 (centres undefined) | -11% | nt
COC(=O)c1c(NC(C)=O)sc(C(=O)Nc2ccccc2OC)c1C | 1% | 24
O=C(Nc1ccc(Cl)cc1)Nn1cnnc1 | i | 9
COc1ccc(Nc2nnc(-c3ccc(N4CCOCC4)c([N+](=O)[O-])c3)c3ccccc23)cc1 | 4% | -9
CCOc1cc(/C=N/NC(=O)c2ccncc2)ccc1OC(=O)c1ccco1 | ? | nt
Following part.
SMILES | S3 lipid droplet | S3 lipid droplet cell count max
COc1cccc(CNC(=O)CCC2CCCN(C3CCOCC3)C2)c1 (centres undefined) | 3% | 14
CS(=O)(=O)N(C(=O)NC(=O)NC12CC3CC(CC(C3)C1)C2)C1CCCCC1 | 3% | 9
O=C(C1CCN(S(=O)(=O)N2CCOCC2)CC1)N1CCN(c2ccccc2F)CC1 | 2% | 0
CC(C)c1ccc(N=C2NN=C(c3cccs3)CS2)cc1 | ? | nt
O=C(c1cccc(Oc2ccccc2)c1)N1CCN(c2ccccn2)CC1 | ? | nt
CCCSc1ccc([C@@H]2[C@H]3C(=O)N(CC)C(=O)[C@H]3[C@]3(C(=O)OC)CCCN23)cc1 | ? | nt
Nn1cnnc1N/N=C/c1ccc(F)cc1 | ? | nt
COCCn1c(C)nc2oc3ccc(Br)cc3c(=O)c2c1=O | ? | nt
Cc1ccc(S(=O)(=O)c2nnn3c2nc(N2CCC(C(N)=O)CC2)c2ccccc23)cc1C | i | nt
CN1CCN(C(=O)C2=C[C@@H](c3ccc(C(F)(F)F)cc3)C[C@@H](OCc3ccc(CO)cc3)O2)CC1 | -11% | -20
CC(CC(=O)N1CCN(c2ccccc2)CC1)c1ccccc1 (centres undefined) | ? | nt
Cc1ccc([N+](=O)[O-])cc1NC(=S)NCCc1ccccc1 | ? | nt
O=C(Cn1cc(C(=O)c2ccco2)c2ccccc21)Nc1ccccc1F | 19% | 9
Cc1nnc(Nc2ccc(Cl)cc2)s1 | -1% | 8

Some of the compounds tested; the hit share may differ from the screen's.
